Assay outcomes from PubChem BioAssay.
SW480 rerep: inducers of DNA re-replication in SW480 colon cancer cells. Potency, µM (titrated, usually from 46.1 µM), without a hit: at the top dose re-replication activation, usual class: activators. SW480 DNA re-replication, Hoechst DNA content imaging, 48 h. hit rate 1.8% among 340,000; also: % of control where 0% means no effect; nearly all actives have a fitted effect of over 55% in size
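DNA re-replication was detected as more nuclei of elevated Hoechst intensity after 48 hr exposure to compound (23 nL pinned per well of 250 cells).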
GLP-1R inv ag: inverse agonists of human GLP-1 receptor; P43220; Potency, µM (titrated, usually from 38.3 µM), without a hit: at the highest dose activity change, negative = inhibition, usual class: inhibitors; HEK293 GLP-1R CRE-luciferase, luminescence, 24 h; GLP-1R form is constitutively active; hit rate 1.6% among 410,000; AID 624417; also: % is scaled to controls: 0 for no effect and ±100 for the full control effect; nearly all actives have a fitted effect of over 55% in size
Target sequence (P43220 whole entry, looked up): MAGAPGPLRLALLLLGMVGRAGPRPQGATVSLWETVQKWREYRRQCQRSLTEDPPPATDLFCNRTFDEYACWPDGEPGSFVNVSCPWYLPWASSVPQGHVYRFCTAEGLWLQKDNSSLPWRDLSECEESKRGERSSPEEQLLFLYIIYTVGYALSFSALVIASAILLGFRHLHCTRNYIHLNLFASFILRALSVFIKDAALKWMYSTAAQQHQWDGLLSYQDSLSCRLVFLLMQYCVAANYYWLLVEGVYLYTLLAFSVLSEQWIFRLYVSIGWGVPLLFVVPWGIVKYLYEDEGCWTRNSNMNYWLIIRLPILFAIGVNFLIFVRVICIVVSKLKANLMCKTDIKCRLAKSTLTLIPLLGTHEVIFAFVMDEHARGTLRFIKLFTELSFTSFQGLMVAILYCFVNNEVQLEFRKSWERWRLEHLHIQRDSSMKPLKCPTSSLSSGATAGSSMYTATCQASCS
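Constitutively active GLP-1R drives a cAMP-responsive luciferase in stably transfected HEK293 cells; test compounds are added after overnight (12 h) attachment and left 24 hr, and signal loss in luminescence marks inhibition.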
GLP1R cytotox: cytotoxicity counter-screen for GLP-1 receptor inverse agonists | hit rate 0.13% among 410,000 | HEK293 cAMP-luciferase reporter cells, luminescence, 24 h | AID 624418 | Potency, µM (doses to about 38.3 µM), for inactives: top-dose activity change, negative = inhibition, actives largely listed as inhibitors;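 also: loss of luciferase light is scored as toxicity; % is scaled to controls: 0 for no effect and ±100 for the full control effect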
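Compound-treated cells are incubated 24 hr at 37 deg C under 5% CO2 after a 12 hour attachment period, then luciferase detection reagent is added and luminescence is measured following 12 min at room temperature; lowered signal indicates toxicity.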
KB-3-1 tox: kills parental KB-3-1 adenocarcinoma cells | hit rate 1.4% among 400,000 | AID 1347075 | Potency, µM (doses to about 46.1 µM), without a hit: at the highest dose activity change, negative = cytotoxic, usual class: cytotoxic | KB-3-1 viability, CellTiter-Glo ATP luminescence, 72 h; also: % is scaled to controls: 0 for no effect and ±100 for the full control effect; nearly all actives have a fitted effect of over 60% in size
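Luminescent ATP read-out (CellTiter-Glo) measures survival of drug-naive KB-3-1 cells after 72 h compound exposure at 37 °C. Titration series was screened from lowest to highest concentration, with DMSO vehicle plates as background controls.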
KB-V1 cytotox: KB-V1 MDR subline cytotoxicity | AID 1347076 | Potency, µM (highest dose often 46.1 µM), without a hit: at the top dose activity change, negative = cytotoxicity, hits mostly cytotoxic | hit rate 3.4% among 400,000 | KB-V1 MDR cells viability, CellTiter-Glo, 72 h; also: % is scaled to controls: 0 for no effect and ±100 for the full control effect; nearly all actives have a fitted effect of over 60% in size
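KB-V1 MDR subline cells in DMEM (phenol-red free, 10% FBS) exposed to compounds in qHTS concentration series for 72 h at 37 degrees C. Viability read by CellTiter-Glo luminescence; concentration-effect curves fitted after normalization and correction.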
GLP-1R agonist: agonists of human GLP-1 receptor. P43220. HEK293 GLP-1R CRE-luciferase, luminescence, 4-6 h; cells express a hypersensitive GLP-1R form. Potency, µM (highest dose often 45.6 µM), inactives show at the top dose activation, hits mostly activators. hit rate 0.007% among 380,000. AID 624172; also: % of control where 0% means no effect
TDP43 rescue: inhibitors of TDP-43 toxicity in yeast. hit rate 1.8% among 410,000. AID 652104. Potency, µM (series often up to 46.1 µM), inactives show at the highest dose growth rescue (activation), hits mostly activators. TDP-43 expressing yeast growth rescue, BacTiter-Glo, 24 h; also: % of control where 0% means no effect; nearly all actives have a fitted effect of over 50% in size
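Cell-based yeast growth screen: TDP-43 expression induced in galactose, inoculum OD600=0.02 after raffinose pregrowth to mid-log. Read-out BacTiter-Glo luminescence at 24 hr, 30 deg C; inhibition of toxicity seen as signal increase.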
HT1080-NT tox: kills 2HG-producing HT-1080-NT fibrosarcoma cells. HT-1080-NT fibrosarcoma viability, CellTiter-Glo ATP luminescence, 48 h. Potency, µM (titrated, usually from 46.1 µM), without a hit: at the top dose activity, negative = less viability, usual class: cytotoxic. hit rate 1.6% among 360,000. AID 686970;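 also: NT is the 2HG producing partner of a matched IDH1 knockdown line; 0% = DMSO-treated cells and -100% = media-only wells without cells; nearly all actives have a fitted effect of over 55% in size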
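Luminescent CellTiter-Glo readout after 48 hours of compound exposure at 37 degrees C defined viability of HT-1080-NT cells. Activity was normalized to DMSO wells and cell-free media wells; concentration-response curves were fitted and assigned curve classes.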
HT1080 IDH1KD tx: toxicity to HT-1080 IDH1 knockdown cells (counter line); HT-1080 IDH1 knockdown viability, ATP luminescence, 48 h; Potency, µM (titrated, usually from 46.1 µM), for the others: top-dose activity, negative = toxicity, most hits filed as cytotoxic; hit rate 2% among 360,000; AID 686971;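 also: 0% = DMSO wells and -100% = cell-free medium wells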
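Knockdown cells (IDH1KD HT-1080) received compounds 2 h after plating at 750 cells/well and were kept 48 h at 37 °C in 5% FBS RPMI. A CellTiter-Glo luminescence read gave % activity for curve fitting.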
The depositor's hits bear a star; u = inconclusive; x = not tested or not shown; [ ] = remark or other dose. Calls follow the shape of the dose curve; as a rule, active = well fitted curve in the direction sought with a large enough effect; inconclusive = small, poorly fitted or top-dose-only effect, or another doubt; inactive = no such curve, though single readings can be large; an effect the other way counts as inactive or inconclusive. Potency is read from the fitted curve at half-maximal effect. Rows are unselected; any-hit rate near 9.4%.

Abbreviations – A = SW480 rerep; B = GLP-1R inv ag; C = GLP1R cytotox; D = KB-3-1 tox; E = KB-V1 cytotox; F = GLP-1R agonist; G = TDP43 rescue; H = HT1080-NT tox; I = HT1080 IDH1KD tx
1) CN=c1scc(-c2ccccc2F)n1/N=C(\C)c1cccnc1
  A = -5%	B = u	C = 2%	D = -26%	E = 0%	F = 24%	G = 11%	H = u	I = -14%

2) CCN1CCN(CCCNC(=O)C2CCN(c3nnc(-n4cccc4)s3)CC2)CC1
  A = -23%	B = 8%	C = -1%	D = 0%	E = 18%	F = 2%	G = -10%	H = 3%	I = 0%

3) [O-]C(=C(C(=S)Nc1cccc2ccccc12)[n+]1ccccc1)c1ccc2c(c1)OCCO2
  A = 15%	B = -20%	C = -15%	D = -15%	E = -3%	F = 2%	G = -1%	H = 3%	I = -2%

4) O=C1/C(=C/c2ccccc2)N=C(N2CCOCC2)N1c1cccc(Cl)c1
  A = u	B = u	C = -1%[1.53 µM]	D = -6%	E = u	F = 5%	G = 13%	H = -2%	I = 1%

5) O=C(NCC(c1ccco1)N1CCCC1)c1cc2ccccc2s1 (configuration not stated)
  A = -23%	B = u	C = 0%	D = -20%	E = -23%	F = -5%	G = 4%	H = 4%	I = 10%

6) O=C(Cc1cccs1)N[C@@H]1c2ccccc2CC[C@@H]1OCc1ccccc1
  A = 0%	B = -10%	C = 2%	D = 0%	E = -7%	F = 6%	G = u	H = 1%	I = 2%

7) CC1(C)CC(=O)CC2(C1)NCC(c1ccccc1)c1c2[nH]c2ccccc12 (configuration not stated)
  A = -21%	B = 10µM*	C = -12%	D = -10%	E = 5%	F = 8%	G = 1%	H = -5%	I = -20%

8) O=C(CCc1nc(-c2ccccc2)no1)Nc1cc(C(F)(F)F)ccc1Cl
  A = -2%	B = u	C = -20%	D = -5%	E = -1%	F = -1%	G = 28%	H = -6%	I = -6%

9) O=C(CNC(=O)c1ccccc1)Oc1ccc([N+](=O)[O-])cc1
  A = -7%	B = 8%	C = 0%	D = -3%	E = 18%	F = 3%	G = -22%	H = 1%	I = -3%

10) Cc1ccccc1NC(=O)CN1C(=O)NC2(CCCCCCC2)C1=O
  A = -9%	B = 7%	C = 13%	D = -8%	E = u	F = 0%	G = -21%	H = -8%	I = -4%

11) CCOC(=O)C1CCCN(C(=O)c2cc(-c3ccc(C)cc3)on2)C1 (configuration not stated)
  A = -6%	B = u	C = 1%	D = -2%	E = -4%	F = 2%	G = u	H = 0%	I = 0%

12) C[C@@H]1CN([C@H](C)CO)C(=O)c2cc(Br)cnc2O[C@@H]1CN(C)C(=O)C1CCOCC1
  A = x	B = 9%	C = 0%	D = 2%	E = 11%	F = -4%	G = 0%	H = 1%	I = -7%

13) Cc1cc(N/N=C/c2ccccc2)nc(N)n1
  A = -5%	B = 73%[activator]	C = -3%	D = 17%	E = -12%	F = 6%	G = -4%	H = -4%	I = -5%

14) O=[N+]([O-])c1ccc(OCCO)nc1
  A = -2%	B = 1%	C = u	D = -16%	E = -8%	F = 4%	G = 2%	H = 1%	I = 16%

15) CN1CCN(CCC(=O)Nc2ccc(C3CCCC3)cc2)CC1
  A = -30%[inhibitor]	B = u	C = -38%	D = u	E = -8%	F = 0%	G = 0%	H = -22%	I = -16%

16) CC(NCC(=O)NC(=O)NC1CCCC1)c1ccc(Cl)cc1Cl (configuration not stated)
  A = -4%	B = 10µM*	C = -7%	D = u	E = u	F = 8%	G = 9%	H = -1%	I = -1%

17) CCOC(=O)COc1ccc(S(=O)(=O)NCc2ccco2)cc1
  A = -3%	B = 0%	C = 17%	D = -1%	E = 22%	F = 3%	G = -7%	H = 1%	I = 5%

18) CCCCCc1ccc(C(=O)CCC(=O)OCC(=O)N(CC)c2c(N)n(Cc3ccccc3)c(=O)[nH]c2=O)cc1
  A = 8%	B = u	C = u	D = 0%	E = 8%	F = -21%	G = 29%	H = u	I = u

19) CN(C(=O)c1ccc(NC(=O)Cc2cccc(NC(=O)C3CCCN(S(=O)(=O)c4cccc([N+](=O)[O-])c4)C3)c2)cc1)C1CC1 (configuration not stated)
  A = 13%	B = 12%	C = -1%	D = 0%	E = 6%	F = 10%	G = 15%	H = 0%	I = -1%

20) CC(NC(=O)OCc1ccccc1)C(=O)NCC(=O)NC(Cc1ccc(OC(C)(C)C)cc1)C(=O)OC(C)(C)C (configuration not stated)
  A = -1%	B = u	C = 1%	D = -7%	E = 4%	F = -2%	G = 17%	H = 0%	I = 10%

21) COC(=O)c1sc2cccc(F)c2c1S(=O)(=O)Nc1ccc(C)cc1Cl
  A = x	B = 12%	C = -10%	D = 12%	E = 12%	F = x	G = u	H = x	I = x

22) CC1C(=O)N(Cc2cn(Cc3ccco3)nn2)CCS(=O)(=O)N1Cc1ccc(-c2ccc(Cl)cc2)cc1 (configuration not stated)
  A = x	B = 11µM*	C = -20%	D = 6%	E = 0%	F = -2%	G = 35µM*	H = -19%	I = -26%

23) Cc1ccc(F)cc1NCC(=O)Nc1ccc(Cl)cc1F
  A = x	B = u	C = 4%	D = -4%	E = -22%	F = -1%	G = u	H = 12%	I = 5%

24) COc1ccc(N2C(=O)CC(N3CCC(c4nc5ccccc5[nH]4)CC3)C2=O)cc1 (configuration not stated)
  A = -5%	B = 0%	C = -5%	D = 1%	E = 22%	F = -7%	G = u	H = 5%	I = 2%

25) Cc1ccc(C(=O)Nc2ccc(S(=O)(=O)N3CCN(C)CC3)cc2)o1
  A = -3%	B = -7%	C = -8%	D = -6%	E = -18%	F = -20%	G = -28%	H = 16%	I = 1%

26) CCC(=O)Nc1sc2c(c1C(N)=O)CCN(Cc1ccccc1)C2
  A = -9%	B = 24%	C = 423%[activator]	D = 1%	E = 0%	F = 13%	G = -1%	H = -2%	I = 2%

27) CC1CN(S(=O)(=O)c2ccc(C(=O)N(CCCN(C)C)c3nc4cc5c(cc4s3)OCCO5)cc2)CC(C)O1 (configuration not stated)
  A = -1%	B = u	C = 9%	D = 0%	E = 1%	F = 6%	G = 18%	H = 1%	I = 7%

28) COc1ccc(S(=O)(=O)N2CCOCC2)cc1NC(=O)c1cc2c(s1)CCCC2
  A = -4%	B = 9%	C = -13%	D = 3%	E = -10%	F = 0%	G = 19%	H = 0%	I = 1%

29) COc1ccc([C@H]2/C=C\CN(C(=O)C3CCCC3)[C@@H](C)C(=O)N2Cc2ccc(F)cc2)cc1
  A = 8%	B = u	C = -15%	D = u	E = -26%	F = 1%	G = u	H = -19%	I = -25%

30) O=c1c(S(=O)(=O)c2ccc(Cl)cc2)cn(Cc2cccc(F)c2)c2ccc(F)cc12
  A = 13%	B = -19%	C = 13%	D = -13%	E = -11%	F = 2%	G = -8%	H = -4%	I = 1%

31) CN1C(=O)[C@H](Cc2ccc([N+](=O)[O-])cc2)NC1=S
  A = -2%	B = u	C = -11%	D = 19%	E = 22%	F = -8%	G = 8%	H = -9%	I = -8%

32) CC(O)c1nc2ccccc2n1CCCOc1ccccc1 (configuration not stated)
  A = u	B = -25%	C = 12%	D = 0%	E = -12%	F = 13%	G = 2%	H = 0%	I = -3%

33) O=C(COC(=O)c1ccc2ncsc2c1)Nc1ccc(OC(F)(F)F)cc1
  A = -4%	B = u	C = 0%	D = 4%	E = 0%	F = 7%	G = -2%	H = -18%	I = -19%

34) COc1ccc(/C=N\NC(=O)c2ccccc2Br)cc1COc1ccccc1
  A = u	B = u	C = -21%	D = 0%	E = -12%	F = -4%	G = u	H = u	I = u

35) COC(=O)c1cccc(NC(=O)Cc2ccsc2)c1
  A = -10%	B = 15%	C = 6%	D = 2%	E = 9%	F = -4%	G = 8%	H = 13%	I = 12%

36) COc1ccccc1C(CNC(=O)c1cc(C)nc2ccccc12)N(C)C (configuration not stated)
  A = -8%	B = 5%	C = 0%	D = 5%	E = -25%	F = 10%	G = -15%	H = -1%	I = -1%

37) Fc1ccc(-c2n[nH]c(=S)n2/N=C/c2c[nH]c3ccccc23)cc1
  A = x	B = 6%	C = -27%	D = 0%	E = -13%	F = 15%	G = 17%	H = 3%	I = -7%

38) Cn1c(CN2CCN(c3cccc(Cl)c3)CC2)nc2ccccc21
  A = 21µM*	B = 0%	C = 7%	D = -6%	E = u	F = -1%	G = 22%	H = -2%	I = -1%

39) Cc1ccc(NC(=O)N2C3CCCC2CC(NC(=O)C2CC2)C3)cc1 (configuration not stated)
  A = 1%	B = 8%	C = 14%	D = 22%	E = 0%	F = 4%	G = 8%	H = 19%	I = 10%

40) Clc1ccc(CSc2nnnn2-c2ccc3c(c2)OCO3)c(Cl)c1
  A = 0%	B = u	C = 19%	D = -14%	E = -3%	F = 20%	G = 11%	H = -11%	I = -12%

41) O=C(COC(=O)/C=C/c1ccccc1Cl)NCc1ccccc1
  A = -2%	B = 13%	C = -3%[1.53 µM]	D = 6%	E = 3%	F = -1%	G = 10%	H = 6%	I = -1%

42) COCc1cc(C)nc(N2CCc3ccccc32)c1C#N
  A = 18%	B = -16%	C = 30%	D = -8%	E = -13%	F = 35%	G = 9%	H = 2%	I = -2%

43) Cc1ccc(-c2csc(-c3c(N)c(C(=O)c4ccc5c(c4)OCO5)n4ccccc34)n2)cc1
  A = x	B = -11%	C = 0%	D = 5%	E = 13%	F = x	G = 6%	H = x	I = x

Rewritten with bars between the fields: part of the list above
No. | Compound | SW480 rerep | GLP-1R inv ag | GLP1R cytotox | KB-3-1 tox | KB-V1 cytotox | GLP-1R agonist | TDP43 rescue | HT1080-NT tox | HT1080 IDH1KD tx
33 | O=C(COC(=O)c1ccc2ncsc2c1)Nc1ccc(OC(F)(F)F)cc1 | -4% | u | 0% | 4% | 0% | 7% | -2% | -18% | -19%
38 | Cn1c(CN2CCN(c3cccc(Cl)c3)CC2)nc2ccccc21 | 21µM* | 0% | 7% | -6% | u | -1% | 22% | -2% | -1%
